FBW7 act = human FBW7 E3 ligase activation, primary screen; AlphaScreen FBW7–phospho-cyclin E peptide binding, activator screen; normalized activity (activation), % at 26.1 µM; 650,000 compounds, 0.13% hits; AID 1259310; in the data active = normalized activity above about 1.9%;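 note: purified mutant Fbw7 with reduced substrate affinity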
MITF primary = inhibitors of human MITF; AID 1259374; O75030; inhibition, % at 2.6 µM; AlphaScreen MITF homodimerization, bead proximity signal; 650,000 compounds, 0.91% hits; in the data active = inhibition above about 50%;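 note: 0% = vehicle wells with protein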
Target sequence (O75030 whole entry, looked up): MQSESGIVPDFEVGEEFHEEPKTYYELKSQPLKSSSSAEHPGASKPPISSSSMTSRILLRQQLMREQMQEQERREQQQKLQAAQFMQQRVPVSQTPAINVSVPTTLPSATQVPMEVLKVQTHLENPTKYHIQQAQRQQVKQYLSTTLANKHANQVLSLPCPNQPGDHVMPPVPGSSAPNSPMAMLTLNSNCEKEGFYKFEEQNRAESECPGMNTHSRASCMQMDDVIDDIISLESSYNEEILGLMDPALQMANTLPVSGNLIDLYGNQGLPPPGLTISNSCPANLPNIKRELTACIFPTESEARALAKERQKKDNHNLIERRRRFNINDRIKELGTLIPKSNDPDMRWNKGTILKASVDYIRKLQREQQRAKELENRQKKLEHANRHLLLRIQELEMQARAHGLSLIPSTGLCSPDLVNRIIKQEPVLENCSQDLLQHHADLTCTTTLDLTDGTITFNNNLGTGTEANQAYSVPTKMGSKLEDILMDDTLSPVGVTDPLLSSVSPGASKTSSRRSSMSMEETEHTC
TEAD-YAP inh = TEAD-YAP interaction inhibition; HEK-TIYL cells, TEAD-Gal4/YAP UAS-luciferase luminescence; inhibition, % at 9.12 µM; 640,000 compounds, 1.4% hits; AID 1259422; in the data active = inhibition above about 32%;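 note: 0% = median of test compound wells and 100% = reference inhibitor wells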
GPR151 ag = human GPR151 activation; AID 1508602; PathHunter beta-arrestin GPR151 cells, luminescence; activation, % at 11.2 µM; 650,000 compounds, 1% hits; Q8TDV0; in the data active = activation above about 4.9%;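 note: 0% = median of compound wells and 100% = cells with positive control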
Target sequence (Q8TDV0 whole entry, looked up): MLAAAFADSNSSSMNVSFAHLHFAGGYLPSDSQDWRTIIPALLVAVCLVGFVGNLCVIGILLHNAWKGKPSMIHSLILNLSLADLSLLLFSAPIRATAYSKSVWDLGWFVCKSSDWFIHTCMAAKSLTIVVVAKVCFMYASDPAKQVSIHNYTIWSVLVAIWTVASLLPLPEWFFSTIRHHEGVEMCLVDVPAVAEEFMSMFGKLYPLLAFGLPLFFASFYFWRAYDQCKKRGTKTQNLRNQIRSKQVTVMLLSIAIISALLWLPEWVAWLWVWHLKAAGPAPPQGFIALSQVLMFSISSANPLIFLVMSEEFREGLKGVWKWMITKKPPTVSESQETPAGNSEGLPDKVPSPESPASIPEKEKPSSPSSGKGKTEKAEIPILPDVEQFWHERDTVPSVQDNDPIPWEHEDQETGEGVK
The depositor's hits bear a star; x = no result given.

Screens by letter: A = FBW7 act; B = MITF primary; C = TEAD-YAP inh; D = GPR151 ag
> Cc1ccsc1C(C(=O)NC1CCCC1)N(C(=O)c1csnn1)C1CC1 (stereo not given)
  A: 0.0 | B: -4 | C: -3 | D: 4.0

> CSc1ccc(/C=C2/SC(=NC(CO)CO)NC2=O)cc1
  A: -0.2 | B: 0 | C: -3 | D: -1.2

> N#Cc1c(-c2cccc(F)c2)cc(-c2ccccc2)nc1SCC(=O)OCc1ccccc1
  A: 0.1 | B: 1 | C: 5 | D: -0.6

> CCOc1ccc(NC(=O)C2OC3OC(C)(C)OC3C3OC(C)(C)OC23)cc1 (stereo not given)
  A: 0.2 | B: 7 | C: -2 | D: 1.0

> C=CCn1c2nc3ccccc3nc2c2c(=O)n(Cc3ccc4c(c3)OCO4)cnc21
  A: 0.7 | B: 10 | C: 12 | D: -0.4

> CCOC(=O)C1=C(C)NC2=C(C(=O)C(C(=O)OC)C(C)C2)C1c1ccc(OCc2ccccc2)cc1 (stereo not given)
  A: 0.8 | B: 5 | C: 6 | D: -0.7

> Cc1ccc(-n2c(SCC(=O)Nc3nccs3)nnc2-c2ccncc2)cc1Cl
  A: 0.0 | B: 7 | C: 3 | D: 0.4

> CN(C)CC(=O)NCC1Cc2cccc(-c3nccs3)c2O1 (stereo not given)
  A: -0.1 | B: -2 | C: -30 | D: -1.3

> CC(=O)c1ccc(N2CCN(Cc3cc(Cl)ccc3[N+](=O)[O-])CC2)cc1
  A: -0.3 | B: -6 | C: -20 | D: 0.5

> CCOC(=O)C1Cc2c([nH]c3ccccc23)C(C)N1 (stereo not given)
  A: -0.1 | B: -7 | C: -5 | D: 0.3

Grouped by structure, those above containing a Cl atom.
Screens by letter: A = FBW7 act; B = MITF primary; C = TEAD-YAP inh; D = GPR151 ag
> Cc1ccc(-n2c(SCC(=O)Nc3nccs3)nnc2-c2ccncc2)cc1Cl
  A: 0.0 | B: 7 | C: 3 | D: 0.4

> CC(=O)c1ccc(N2CCN(Cc3cc(Cl)ccc3[N+](=O)[O-])CC2)cc1
  A: -0.3 | B: -6 | C: -20 | D: 0.5

The list goes on.
Screens by letter: A = FBW7 act; B = MITF primary; C = TEAD-YAP inh; D = GPR151 ag
> Cn1c(-c2ccccc2)cnc1NCc1ccc(Br)cc1
  A: -0.3 | B: 38 | C: 1 | D: 1.4

> CSc1ccc(CN2CCCC(CNC(=O)c3cccnc3)C2)cc1 (stereo not given)
  A: -0.1 | B: -3 | C: -5 | D: -1.3

> CCOC(=O)C1=C(C)N=c2s/c(=C\c3ccccc3Cl)c(=O)n2C1c1cccc(OC)c1 (stereo not given)
  A: -0.1 | B: -6 | C: 3 | D: -1.2

> Cc1ccc(NC(=O)C2CC(=O)OC23CCCCC3)cc1[N+](=O)[O-] (stereo not given)
  A: -0.1 | B: 0 | C: 3 | D: -0.2

> O=C(NCc1cccc(C(F)(F)F)c1)c1cnc(Nc2cnccn2)s1
  A: 0.2 | B: 13 | C: 0 | D: 1.2

> Cc1sc(NC(=O)c2cccs2)nc1-c1ccccc1
  A: -0.1 | B: 2 | C: -41 | D: 0.2

> O=C(O)c1ccccc1C(=O)c1ccc(N2CCOCC2)c([N+](=O)[O-])c1
  A: 0.0 | B: 7 | C: -7 | D: 0.9

> CCOc1ccc(C2NC(=S)NC(C)=C2C(=O)OC)cc1OC (stereo not given)
  A: 0.2 | B: 18 | C: -2 | D: -1.1

> CCOC(=O)c1sc2nc(SCC(=O)c3ccc(Br)cc3)n(Cc3cccs3)c(=O)c2c1C
  A: 0.1 | B: 2 | C: -4 | D: 0.3

> COc1ccc2cc3c(N)nn(C(=O)c4cccc(F)c4)c3nc2c1
  A: 0.2 | B: 8 | C: 29 | D: -0.4

> Cc1cc(C)c(-c2cc(N)n[nH]2)cc1C
  A: 0.0 | B: 10 | C: 7 | D: 1.2

> COc1ccccc1Nc1nc(N)nc(CSc2nnc(N)s2)n1
  A: -0.1 | B: -1 | C: -11 | D: 1.5

> O=C(Cc1ccccc1)N1CCN(c2nc3ccccc3s2)CC1
  A: 0.1 | B: -1 | C: -6 | D: -2.7

> CCOc1ccc2nc(N=NC3=C(O)CC(C)(C)CC3=O)sc2c1
  A: -0.4 | B: 18 | C: -6 | D: -0.5

> CCOc1cc(C(N)CC(=O)O)ccc1OC(C)C (stereo not given)
  A: 0.0 | B: 1 | C: 2 | D: -0.7

> CCC(=O)N1CCN=C1SCc1ccc(C(F)(F)F)cc1
  A: 1.6 | B: 16 | C: -4 | D: -0.6

> CN(C)c1ccc(CN2CCC(C(N)=O)CC2)cc1
  A: -0.2 | B: 76* | C: -16 | D: -0.2

> CC(C)OCCCNC(=O)c1ccc(C(C)(C)C)cc1
  A: 0.0 | B: -1 | C: -39 | D: -0.5

> COc1cc2nc(-c3ccc(C(=O)NC4CC4)cc3)nc(Nc3ccc(NC(C)=O)cc3)c2cc1OC
  A: 0.3 | B: 11 | C: 5 | D: -1.4

> CC1=CC2=NC(=O)/C(=C\c3ccc(OC(=O)c4cccs4)c(Cl)c3)C(=N)N2O1
  A: -0.2 | B: -4 | C: -6 | D: -0.9

> O=C(OCc1ccccc1)ON1C(=O)CCC1=O
  A: -0.1 | B: -16 | C: -2 | D: 1.4

> O=C(COc1ccccc1)NCC1(c2ccccc2)CCCC1
  A: 0.1 | B: -5 | C: -4 | D: -1.0

> O=C(O)C(Cc1ccccc1)N1C(=O)c2cc(Cl)c(Cl)cc2C1=O (stereo not given)
  A: 0.3 | B: -4 | C: -2 | D: -0.9

> COc1ccc(N2CCn3c2nnc(C(=O)NCCCc2ccccc2)c3=O)cc1
  A: -0.1 | B: -1 | C: 5 | D: 0.2

> CC(=O)c1cccc(-c2nc(NCc3ccccc3)c3ncn(C(C)C)c3n2)c1
  A: 0.1 | B: -4 | C: 10 | D: 0.2

> O=C(O)COCC(=O)Nc1ccc(-n2cnnn2)cc1
  A: 0.0 | B: -2 | C: -2 | D: -0.9

> CCCN(CCC)c1ccc(C(=O)OC)cc1NC(=S)Nc1cc(Cl)ccc1OC
  A: 0.6 | B: 27 | C: 2 | D: 0.2

> O=C1COc2cc(S(=O)(=O)NC3CCN(Cc4ccccc4)CC3)c(Cl)cc2N1
  A: -0.2 | B: 4 | C: -6 | D: -0.1

> O=C(Cc1cn(-c2ccc(Cl)nn2)c2ccccc12)NC1CC1
  A: -0.1 | B: -4 | C: -7 | D: 1.2

> CCCCOc1ccc(S(=O)(=O)N2CCSC2c2cc(Br)ccc2OC)cc1 (stereo not given)
  A: 0.0 | B: -13 | C: -9 | D: 0.5

> CC(=O)Oc1ccc(-c2cccc(C(=O)N3CCOCC3)c2)cc1
  A: 0.1 | B: 19 | C: 5 | D: -0.1

> O=C(Nc1ccccc1[N+](=O)[O-])c1cccc(C(=O)Nc2ccccc2[N+](=O)[O-])n1
  A: 0.0 | B: -7 | C: -11 | D: -1.2

> CCOCCCNS(=O)(=O)c1ccc(-n2cnnn2)c(C)c1
  A: 0.1 | B: 5 | C: 0 | D: 2.8

> COCCCn1c(C(=O)N(Cc2ccccc2)C(C)C)cc2c(=O)n3cccc(C)c3nc21
  A: 0.2 | B: 6 | C: -3 | D: 0.2

> CN(c1cccc(NC(=O)Cc2ccccc2)c1)S(C)(=O)=O
  A: 0.0 | B: 5 | C: 0 | D: -0.1

> COc1ccc2cc(C(C#N)OC(=O)CC3OC3c3ccccc3)ccc2c1 (stereo not given)
  A: x | B: -1 | C: x | D: -0.1

> COc1cc(OC)c(C(=O)Nc2ccc(Br)cc2F)cc1OC
  A: -0.2 | B: 6 | C: 5 | D: -0.4

> O=C(Nc1ccc(N2CCOCC2)cc1)c1cncc(-c2cccs2)c1
  A: -0.1 | B: 40 | C: 2 | D: 4.6

> CCOc1ccc(-n2c(=S)sc3c(=O)n(-c4ccccc4C)c(SCC(=O)Nc4cc(C)on4)nc32)cc1
  A: -0.2 | B: -5 | C: -3 | D: 1.8

> O=C(Nc1ccc(Oc2ccccc2)cc1)c1ccccc1
  A: 0.0 | B: 4 | C: -42 | D: -2.0

Retrieved by structure from the list above, two records:
Screens by letter: A = FBW7 act; B = MITF primary; C = TEAD-YAP inh; D = GPR151 ag
> O=C(COc1ccccc1)NCC1(c2ccccc2)CCCC1
  A: 0.1 | B: -5 | C: -4 | D: -1.0

> O=C(Nc1ccc(N2CCOCC2)cc1)c1cncc(-c2cccs2)c1
  A: -0.1 | B: 40 | C: 2 | D: 4.6

Grouped by structure, the compounds so far with a nitro group on carbon.
Screens by letter: A = FBW7 act; B = MITF primary; C = TEAD-YAP inh; D = GPR151 ag
> CC(=O)c1ccc(N2CCN(Cc3cc(Cl)ccc3[N+](=O)[O-])CC2)cc1
  A: -0.3 | B: -6 | C: -20 | D: 0.5

> Cc1ccc(NC(=O)C2CC(=O)OC23CCCCC3)cc1[N+](=O)[O-] (stereo not given)
  A: -0.1 | B: 0 | C: 3 | D: -0.2

> O=C(O)c1ccccc1C(=O)c1ccc(N2CCOCC2)c([N+](=O)[O-])c1
  A: 0.0 | B: 7 | C: -7 | D: 0.9

> O=C(Nc1ccccc1[N+](=O)[O-])c1cccc(C(=O)Nc2ccccc2[N+](=O)[O-])n1
  A: 0.0 | B: -7 | C: -11 | D: -1.2

Next results.
Screens by letter: A = FBW7 act; B = MITF primary; C = TEAD-YAP inh; D = GPR151 ag
> COc1cccc(-c2nnc3sc(NC(=O)c4ccco4)nn23)c1
  A: 0.0 | B: -17 | C: -6 | D: 3.0

> O=C(NCc1ccco1)C1(c2ccc(I)cc2)CCCC1
  A: 0.2 | B: 6 | C: -6 | D: -0.7

> CC1CC(=O)N(CC(=O)NC2CCCCC2)c2ccccc2S1 (stereo not given)
  A: 1.4 | B: -162 | C: 3 | D: -0.1

> CC(=O)N(Cc1ccco1)Cc1cc2cc3c(cc2[nH]c1=O)OCCO3
  A: -0.1 | B: -4 | C: 3 | D: -0.3

> CC(=O)c1ccc(NC(=S)N2CCN(S(=O)(=O)c3ccc(F)cc3)CC2)cc1
  A: 0.9 | B: 13 | C: -3 | D: -1.6

> O=C(O)c1ccc(NC(=O)c2cc(NC(=O)c3ccc(C(=O)O)cc3)cc(C(=O)Nc3ccc([N+](=O)[O-])cc3)c2)cc1
  A: -0.5 | B: -30 | C: -6 | D: 1.6

> CCn1cc(/C=C2/NC(=O)N(CC(=O)Nc3ccc(C)cc3)C2=O)c2ccccc21
  A: 0.0 | B: 6 | C: -6 | D: 2.0

> CCOC(=O)C1CCN(C(=O)C(C)N(c2ccc(OCC)cc2)S(C)(=O)=O)CC1 (stereo not given)
  A: 0.1 | B: -6 | C: -10 | D: 2.6

> Cc1ccc(OCC(=O)Nc2ccc(O)cc2C(=O)O)cc1C
  A: 0.0 | B: 9 | C: -11 | D: 0.0

> CCOc1cc2c(cc1OCC)C(c1ccc3ccccc3c1)NCC2 (stereo not given)
  A: -0.1 | B: 7 | C: -2 | D: 5.5*

> O=C(/C=C/c1cc2cccc3c2n(c1=O)CC3)NCCc1ccccc1
  A: 0.6 | B: -10 | C: 6 | D: -1.3

> CCCOc1ccc(/C(O)=C2\C(=O)C(=O)N(c3nc(C)c(C(=O)OC)s3)C2c2ccc(C(C)C)cc2)cc1C (stereo not given)
  A: -0.1 | B: -7 | C: 9 | D: 0.0

> O=C(Cc1ccccc1)NNC(=O)c1ccc(NC(=O)c2ccccc2)cc1
  A: 0.0 | B: 4 | C: 1 | D: 0.6

> O=S(=O)(c1ccc(Br)cc1)N1CCSC1c1ccc(Cl)cc1 (stereo not given)
  A: -0.6 | B: -3 | C: -8 | D: 2.9

> CCn1c(=O)n(CC(=O)Nc2ccc(OC)c(OC)c2)c(=O)c2ccccc21
  A: -0.1 | B: -2 | C: 7 | D: 0.2

> CN1CCN(C2=NC(=O)/C(=C/c3cccc(O)c3)S2)CC1
  A: 0.3 | B: 16 | C: 7 | D: -1.9

> Cn1ncc2c(Nc3ccc(F)cc3)ncnc21
  A: 0.1 | B: 6 | C: 5 | D: -0.9

> O=C(C1CCN(CC2CC=CCC2)CC1)N1CCc2ccccc2C1 (stereo not given)
  A: 0.1 | B: 44 | C: 7 | D: -0.2

> O=C1C2CC=CCC2C(=O)N1c1ccc(Cl)c(F)c1 (stereo not given)
  A: 0.0 | B: 6 | C: -8 | D: 0.9

> Cc1nnc(SCC(=O)N2CCN(S(=O)(=O)c3ccc(Cl)cc3)CC2)[nH]c1=O
  A: 0.0 | B: 6 | C: -5 | D: 0.1

> C=C(C)c1nc2ccccc2c(=O)o1
  A: -0.1 | B: 22 | C: 13 | D: -0.3

> COc1ccccc1C(=O)NCCn1cc(SCC(=O)Nc2ccc(C)cc2C)c2ccccc21
  A: 0.1 | B: -2 | C: 5 | D: 0.5

> OC(CN1CCN(Cc2ccc(Cl)cc2Cl)CC1)Cn1c2ccccc2c2ccccc21 (stereo not given)
  A: 0.0 | B: -2 | C: 8 | D: 0.2

> O=C(c1cccc2ccccc12)n1nnc2ccccc21
  A: 0.5 | B: 9 | C: -12 | D: -0.1

> CCn1c(=O)[nH]c2c(C(N)=O)nc(-c3ccc(C#N)cc3)nc21
  A: -0.3 | B: -4 | C: -5 | D: -0.4

> Nc1nc2ccccc2n1CCOc1ccc2ccccc2c1
  A: -0.1 | B: -9 | C: -8 | D: 0.3

> CC1CCN(Cc2nnnn2CC(=O)N2CCN(Cc3nccn3C)CC2)CC1
  A: 0.1 | B: 6 | C: 1 | D: 0.6

> CC(C)n1c2ccccc2c2nnc(SCC(=O)N3CCCCC3)nc21
  A: 0.0 | B: 3 | C: -1 | D: -1.6

> CN(Cc1ccccc1F)C(=O)COc1ccc(C#N)cc1
  A: 0.0 | B: -9 | C: -4 | D: 1.6

> COc1cc(NC(=O)C(c2ccccc2)N2Cc3ccccc3C2=O)cc(OC)c1OC (stereo not given)
  A: 0.0 | B: -2 | C: 8 | D: -0.2

> CC(=O)c1cccc(NC(=O)COC(=O)c2cccc(N3C(=O)c4ccccc4C3=O)c2)c1
  A: 0.1 | B: 5 | C: 1 | D: -0.2

High-throughput results (PubChem BioAssay)
